NOD1 inhibition – NOD1 signaling inhibitors, primary screen, cell-based, luminescence, uHTS (AID 1578); NOD1-driven NF-kB luciferase reporter cells, luminescence; higher % means a stronger effect; inhibition, % at 4 µM; hits with a dose series show EC50 in µM; hit rate 1% among 290,000; in the data active = inhibition mostly above about 36%, no sharp cut-off; inactive = mostly below about 34%;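 also: HEK-293T reporter cells stimulated with the NOD1 agonist gamma-tri-DAP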
MgcRacGAP inhibition – MgcRacGAP GTPase-activating activity inhibitors, confirmation, biochemical, ADP Hunter fluorescence | one-dose inhibition, % at 30 µM; IC50 in µM for titrated hits | hit rate 0.6% among 340,000 | MgcRacGAP-stimulated Rac1 GTP hydrolysis, ADP Hunter fluorescence; higher % means a stronger effect; GST-tagged Rac1 F28L mutant substrate;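 active = first-screen hits whose inhibition reached a set limit at any dose in the follow-up dose series; inconclusive = inhibition above the set first-screen limit but never retested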;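 also: fluorescence reports GDP produced by GAP-driven GTP hydrolysis; strong numbers were not always called active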
KOR beta-arrestin-1 – KOR agonists, beta-arrestin recruitment, primary screen, cell-based, luminescence, uHTS (AID 1777); one-dose activation, % at 10 µM; EC50 in µM for titrated hits; KOR beta-arrestin recruitment, luminescence; higher % means a stronger effect; hit rate 0.02% among 280,000; in the data active = activation above about 50%, passing the limit was not always enough; also: a part of the inactive calls stands beside numbers as strong as those of hits
GPR55 LPI antagonism – inhibition of LPI-stimulated GPR55 beta-arrestin translocation – imaging, U2OS, beta-arrestin-GFP, LPI agonist, primary screen (AID 2013); U2OS GPR55 beta-arrestin-GFP translocation imaging, LPI antagonism; higher % means a stronger effect; inhibition, % at 10 µM, or IC50 in µM where a hit was titrated; hit rate 0.13% among 290,000;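 active = spots per cell inhibited over 60%, with over 100 cells counted and total cytoplasm intensity under 500,000; inconclusive = wells with under 100 cells, flagged as likely toxic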;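 also: U2OS cells stably carrying GPR55 and arrestin-GFP stimulated by 5 µM LPI near EC80; imaged beta-arrestin-GFP aggregate spots per cell after agonist stimulation; plate controls were LPI-stimulated DMSO wells for no effect and DMSO wells without LPI for full effect; some results filed as inactive read as strong as hits; confirmed hits need IC50 under 10 µM and bright autofluorescent wells are also inconclusive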
K1F lysis inhibition – inhibition of K1F phage lysis, E. coli UTI89, bacterial capsule biogenesis inhibitors, alamar blue (AID 488966). hit rate 0.02% among 340,000. inhibition, % at 100 µM; hits with a dose series show IC50 in µM. E. coli UTI89 K1F phage lysis, alamar blue, 2 h; higher % means a stronger effect;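 active = phage lysis inhibition, versus mean bacterial control, above a set limit; inconclusive = no clear call, values can overlap the other calls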;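 also: capsule biogenesis inhibitors block K1F phage lysis so surviving cells raise fluorescence; higher fluorescence means more inhibition of phage lysis; actives were called in the ten point dose series up to 300 µM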
GPR35 arrestin U2OS – inhibition of zaprinast-stimulated GPR35 beta-arrestin translocation – imaging, U2OS, beta-arrestin-GFP, zaprinast agonist, primary screen (AID 2058); U2OS GPR35 beta-arrestin-GFP translocation imaging, zaprinast antagonism; higher % means a stronger effect; inhibition, % at 10 µM, or IC50 in µM where a hit was titrated; hit rate 0.052% among 290,000;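 active = inhibition of at least 50% with at least 30 cells and total cytoplasm GFP at most 10,000,000; inconclusive = under 30 cells or total GFP of 10,000,000 plus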
NTR1 ag – agonists of NTR1, primary screen, imaging, U2OS cells, beta-arrestin-GFP, high content (AID 493036). hit rate 0.17% among 330,000. NTR1-U2OS beta-arrestin-GFP spot imaging, agonist mode. activation, % at 20 µM;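 active = activation at or above 40% of the spot to cytoplasm intensity ratio, with at least 20 cells analyzed; inconclusive = wells under 20 cells, flagged as cytotoxic or low count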;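 also: 0% = DMSO without peptide and 100% = 100 nM NTR1 peptide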
Target sequence (P30989 whole entry, looked up): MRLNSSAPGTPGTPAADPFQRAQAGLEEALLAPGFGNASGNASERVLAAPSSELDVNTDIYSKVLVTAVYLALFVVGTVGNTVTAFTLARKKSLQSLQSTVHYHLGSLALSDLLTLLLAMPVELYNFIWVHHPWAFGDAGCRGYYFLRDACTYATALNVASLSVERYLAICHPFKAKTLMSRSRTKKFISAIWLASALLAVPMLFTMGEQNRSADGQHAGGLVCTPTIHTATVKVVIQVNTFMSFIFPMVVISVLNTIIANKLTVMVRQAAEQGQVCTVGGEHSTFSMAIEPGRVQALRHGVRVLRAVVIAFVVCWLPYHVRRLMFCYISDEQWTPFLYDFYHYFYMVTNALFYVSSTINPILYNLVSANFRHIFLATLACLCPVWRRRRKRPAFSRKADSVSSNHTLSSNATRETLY
KOR beta-arrestin-2 – KOR antagonists, beta-arrestin recruitment, cell-based, luminescence, uHTS (AID 1778) | hit rate 0.091% among 290,000 | inhibition, % at 10 µM; hits with a dose series show IC50 in µM | KOR beta-arrestin recruitment, luminescence, antagonist mode; higher % means a stronger effect; in the data active = inhibition above about 50%; also: strong numbers were not always called active
GPR55 activation – GPR55 agonists via beta-arrestin recruitment, primary screen, imaging, U2OS cells, beta-arrestin-GFP redistribution (AID 1961); U2OS GPR55 beta-arrestin-GFP redistribution imaging; higher % means a stronger effect; one-dose activation, % at 10 µM; EC50 in µM for titrated hits; hit rate 0.048% among 290,000;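 active = activation above 40% with more than 50 cells counted in the well; inconclusive = wells holding fewer than 50 cells, flagged as toxic or sparse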;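 also: U2OS osteosarcoma cells stably expressing GPR55 and beta-arrestin-GFP; plate controls were DMSO negative control for no effect and LPI positive control for full effect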
NTR1 ag cell count 20 µM – recorded beside NTR1 ag, whose call it bears; cell count; measured here: cell count, cytotoxicity flag
* marks the source's active call; other numbers are inactive results; ? = inconclusive; · = no result given; [ ] = another dose, or the depositor's remark. An excerpt; the hit share may differ from the screen's.

item | canonical_smiles | NOD1 inhibition | MgcRacGAP inhibition | KOR beta-arrestin-1 | GPR55 LPI antagonism | K1F lysis inhibition | GPR35 arrestin U2OS | NTR1 ag | NTR1 ag cell count 20 µM | KOR beta-arrestin-2 | GPR55 activation
1 | CC(=O)c1ccc(S(=O)(=O)N(C)CC(=O)N2CCCCCC2)cc1 | -1% | 10% | -4.5% | -3% | 0.0% | 6% | 1.4 | 94 | -4% | 0.3%
2 | CCC(C)NC(=O)c1oc2ccc(S(=O)(=O)N3CCC4(CC3)OCCO4)cc2c1C (stereo not drawn) | -2% | 8% | -0.1% | 4% | 0.2% | 5% | 2.4 | 44 | -1% | 0.2%
3 | c1ccc2sc(SCSc3nc4ccccc4s3)nc2c1 | -10% | 9% | 5.0% | -8% | 1.9%[50 µM] | 4% | 3.1 | 55 | 10% | -0.1%
4 | Cc1cccn2c(=O)c3cc(C(=O)N4CCOCC4)n(C)c3nc12 | -17% | 12% | 5.7% | -2% | -0.3% | -4% | 1.2 | 64 | 10% | -0.2%
5 | Cc1ccc(Cn2ccc(C3CC3)n2)cc1 | -36% | 7% | -1.6% | -8% | 8.1% | -13% | 0.2 | 50 | -2% | 0.1%
6 | CCN(CC)C(=O)C1CCCN(C/C=C/c2ccccc2[N+](=O)[O-])C1 (stereo not drawn) | 23% | 32% | -0.1% | 8% | 0.1% | 3% | -0.6 | 58 | -16%[20 µM] | -0.1%
7 | CNC(=O)c1cc(C(=O)c2ccc(F)cc2Cl)c[nH]1 | -2% | 4% | 1.6% | 16% | 0.4% | -5% | -0.8 | 78 | 1% | 0.0%
8 | COc1ccc(C(CNc2ccc(C(F)(F)F)cn2)N(C)C)cc1OC (stereo not drawn) | -4% | 5% | 0.4% | -1% | 0.2% | 9% | 0.9 | 42 | -33% | 0.1%
9 | c1ccc2cc3c(NCCN4CCOCC4)ccnc3cc2c1 | 7% | ? | 2.7% | 4% | 0.3% | -7% | · | · | · | -0.4%
10 | Cc1ccc(NC(=O)N/C=C/c2ccco2)cc1C | · | 10% | -2.2% | 3% | 0.4% | -7% | 0.5 | 69 | 2% | 0.2%
11 | Cc1ccc(C(c2sc3nc(C)nn3c2O)N2CCN(c3ccc(F)cc3)CC2)cc1 (stereo not drawn) | -13% | 5% | -3.0% | 14% | 1.5% | 1% | -7.4 | 30 | -3% | 0.4%
12 | Cc1cc(NC(=O)CSc2nnc(C3CC3)n2C)no1 | 14% | 1% | 3.0% | -1% | 0.2% | 0% | -1.2 | 77 | -59% | 0.0%
13 | C=C(C)CNC(=S)N/N=C(\C)c1cccc(NC(C)=O)c1 | -9% | -21% | 3.4% | 14% | -1.2% | -5% | · | · | -23% | 0.1%
14 | COc1ccc(CCNC(=O)CSc2ccc(-c3ccncc3)nn2)cc1 | -12% | 12% | -6.3% | 13% | 1.7% | 26% | 1.4 | 59 | -1% | -0.1%
15 | COc1ccc(Cn2c(O)c(C=Nc3ccc(OC)cc3)c3ccccc3c2=O)cc1 | 8% | 7% | 9.8% | 20% | 6.2% | -15% | 2.9 | 40 | -18% | 0.7%
16 | CN(C)c1ccc(/C=N/NC(=O)c2ccc(NC(=O)c3ccccc3)cc2)cc1 | -9% | 10% | 2.4% | 3% | -0.4% | -1% | 5.5 | 44 | -33% | -0.1%
17 | Cc1c(N2C(=O)C(=O)/C(=C(/O)c3ccc(Cl)cc3)C2c2ccccc2)c(=O)n(-c2ccccc2)n1C (stereo not drawn) | -2% | 5% | 0.6% | 2% | 0.3% | 8% | 2.9 | 72 | 1% | -0.1%
18 | COc1ccc(C2c3ccsc3CCN2C(=O)C(C)(C)C)cc1 (stereo not drawn) | 0% | 0% | -1.8% | 44% | -1.3% | 1% | 2.1 | 56 | 8% | -0.4%
19 | O=S(=O)(Nc1nc(SCc2ccc(Cl)cc2)n[nH]1)c1ccc(F)cc1 | 2% | · | 2.0% | 12% | · | 14% | 8.9 | 50 | 12% | -0.1%
20 | COc1cc(S(=O)(=O)NCc2ccc3c(c2)OCO3)ccc1F | -16% | 4% | -4.4% | 3% | -0.1% | -4% | -1.7 | 49 | 29% | -0.1%
21 | CC(=O)NS(=O)(=O)c1ccc(NC(=S)NC(=O)COc2ccccc2C)cc1 | -24% | 0% | -2.4% | -4% | 1.4% | -5% | -0.8 | 39 | -10% | -0.1%
22 | CNC(=O)CC(C(=O)O)c1ccc(OCC(C)C)cc1 (stereo not drawn) | -23% | 7% | 3.1% | 0% | 0.1% | -6% | -1.1 | 69 | -3% | -0.1%
23 | CC(=O)C(C(c1ccccc1)c1c[nH]c2ccccc12)[N+](=O)[O-] (stereo not drawn) | 4% | · | -4.1% | -3% | 0.0% | -3% | 0.8 | 93 | 38% | -0.1%
24 | CCCn1c(N)c(C(=O)CSc2nnc(-c3cccnc3)n2-c2ccc(C)cc2C)c(=O)[nH]c1=O | -6% | -2% | -3.2% | -6% | 1.9% | -1% | 1.4 | 36 | 31% | -0.6%
25 | Cc1cc2c(ncn2C(C)C)c(N)c1C | -15% | 11% | -6.2% | 18% | 0.0% | 7% | -1.3 | 65 | -11% | 1.5%

The list goes on (three carried over from the part before).
item | canonical_smiles | NOD1 inhibition | MgcRacGAP inhibition | KOR beta-arrestin-1 | GPR55 LPI antagonism | K1F lysis inhibition | GPR35 arrestin U2OS | NTR1 ag | NTR1 ag cell count 20 µM | KOR beta-arrestin-2 | GPR55 activation
23 | CC(=O)C(C(c1ccccc1)c1c[nH]c2ccccc12)[N+](=O)[O-] (stereo not drawn) | 4% | · | -4.1% | -3% | 0.0% | -3% | 0.8 | 93 | 38% | -0.1%
24 | CCCn1c(N)c(C(=O)CSc2nnc(-c3cccnc3)n2-c2ccc(C)cc2C)c(=O)[nH]c1=O | -6% | -2% | -3.2% | -6% | 1.9% | -1% | 1.4 | 36 | 31% | -0.6%
25 | Cc1cc2c(ncn2C(C)C)c(N)c1C | -15% | 11% | -6.2% | 18% | 0.0% | 7% | -1.3 | 65 | -11% | 1.5%
26 | Cc1ccc(C)c(OCCCC(=O)NC2CCCCC2)c1 | -42% | 7% | -4.9% | -20% | 1.5% | 2% | 0.3 | 65 | -3%[20 µM] | -0.1%
27 | COc1ccccc1-c1ccc(/C=C2\C=CC(=O)O2)o1 | 11% | · | 2.3% | 2% | · | -12% | -0.5 | 51 | 18% | -0.1%
28 | CC(C)C[C@@H](NC(=O)[C@H]1CCCN1C(=O)Cc1ccccc1)C(N)=O | -11% | · | -1.4% | 7% | 0.1% | 19% | 1.9 | 81 | 16% | -0.1%
29 | COc1ccc(-c2noc(N3CCC(C(=O)Nc4ccc(OC)cc4OC)CC3)n2)cc1 | 32% | -2% | -3.7% | 2% | -1.1% | 4% | 1.3 | 93 | 0%[20 µM] | -0.1%
30 | COc1ccc(C(=O)NCc2cc(C(C)C)no2)cc1OC1CCN(C(C)C)CC1 | -11% | 13% | 0.6% | 6% | 0.4% | 15% | 0.6 | 48 | 0% | -0.1%
31 | COc1cc2c(C(=O)NCCCOC(C)C)cn(CC(C)C)c(=O)c2cc1OC | -24% | 8% | -0.7% | 10% | -0.4% | -26% | -0.7 | 56 | -19% | -0.1%
32 | COc1ccc(-c2cc(-c3ccc(C)cc3)nc(SCc3nnc(-c4ccccc4)o3)c2C#N)cc1OC | 0% | 7% | 9.2% | 7% | 1.3%[50 µM] | 14% | 2.4 | 68 | 4% | -0.2%
33 | O=C(NCC1CCCO1)c1onc(CSc2cccc3ccccc23)c1C(=O)O (stereo not drawn) | 0% | 7% | 1.5% | 1% | -2.8% | 5% | 1.4 | 58 | -14% | 0.2%
34 | FC(F)(F)c1ccnc(Sc2n[nH]c(C(F)(F)F)n2)c1 | -3% | -1% | · | 5% | -0.3% | 21% | -0.2 | 65 | 8% | -0.2%
35 | O=C1CCC(C(=O)N2CCSCC2)CN1Cc1cccc(C(F)(F)F)c1 (stereo not drawn) | -21% | 9% | 3.2% | 8% | 0.8%[50 µM] | -8% | 1.5 | 44 | -24% | 0.3%
36 | CCn1c(CNC(=O)Cc2ccc(OC)cc2)nnc1SCC(=O)c1ccccc1 | -27% | -5% | 0.5% | 4% | 0.1% | -8% | · | · | -18%[20 µM] | -0.1%
37 | CCOc1ccc(/C(C)=N/N2C(=O)C(CC(=O)Nc3ccc(OC)cc3[N+](=O)[O-])SC2=Nc2cccc(C)c2C)cc1 (stereo not drawn) | -18% | 2% | -1.8% | 9% | 3.0% | -1% | -1.3 | 69 | 18% | -0.2%
38 | CN(C(=O)CN1C(=O)S/C(=C\c2ccccc2Cl)C1=O)C1CCS(=O)(=O)C1 (stereo not drawn) | -5% | 4% | 0.8% | -1% | 0.0% | 15% | 0.6 | 55 | -29% | -0.1%
39 | COc1ccc(/C(N)=N/OC(=O)c2cccc([N+](=O)[O-])c2C)cc1 | -2% | 2% | -0.9% | 4% | 0.1% | -20% | 5.1 | 84 | -43%[20 µM] | 0.5%
40 | COc1ccc(N(CC(=O)NN=C2CCCCCCC2)S(=O)(=O)c2ccccc2)cc1 | -9% | 18% | -2.5% | 4% | -0.1% | 5% | 0.1 | 50 | -2% | -0.3%
41 | Cc1cccc(Nc2c([N+](=O)[O-])ccc3nonc23)c1C | -3% | 4% | -4.0% | -4% | 0.2% | -15% | 0.4 | 101 | 36% | -0.1%
42 | CCc1ccccc1NC(=S)N(CCOC)C(C)c1ccco1 (stereo not drawn) | -1% | 5% | -3.2% | -2% | 0.0% | -5% | -1.3 | 67 | -2% | 0.0%
43 | Cc1cccc(-n2ncc3c(NCc4ccccn4)ncnc32)c1 | -46% | 8% | -3.7% | 16% | 0.3% | 4% | -0.7 | 44 | 19% | -0.2%
44 | Cc1ccc(NC(=O)C(=S)NCc2ccco2)cc1 | -26% | 8% | 13% | 18% | 1.5% | 6% | 1.8 | 67 | 10% | -0.1%
45 | Cn1c(SCC(=O)Nc2ccccc2Cl)nnc1C1CC1 | -34% | 2% | -5.0% | 12% | 0.6% | 2% | -0.5 | 70 | -29% | 0.0%
46 | COCCNC(=O)CCCCCn1c(=S)[nH]c2ccccc2c1=O | -2% | -3% | 19% | 7% | -0.1% | -15% | 1.6 | 74 | -20% | 0.1%
